# BaF3 parental: parental Ba/F3 cell viability inhibition, counter-screen for JAK2V617F inhibitor project, murine pro-B, CellTiter-Glo luminescence; AID 1486, 2009; inhibition, % at 5.6 µM; CellTiter-Glo ATP luminescence; 1.1% of 220,000 active;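 active = inhibition above a per-campaign cutoff, the mean inhibition of all tested compounds plus 3 SD, cut at about 27% in these data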;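 also: 0% = DMSO wells and 100% = JAK Inhibitor I control wells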
# Mdm2 ligase inh: MDM2-luciferase reporter signal enhancers, primary screen, MDM2 E3 ligase inhibitor project, cell-based, luminescence, 1536-well. cell-based MDM2 ubiquitination luciferase reporter, 2 h; 0 = plate control, 100 = twice control, blank-subtracted. 0.11% of 210,000 active. signal enhancement, % at 5 µM. AID 1230, 2008;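 active = signal enhancement of 30% or more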;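 also: luminescence tracks abundance of the self-degrading MDM2-luciferase fusion protein; higher signal means inhibition of MDM2 E3 ligase activity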
#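 Timing – 2 h compound exposure at 37 °C · Assay system – mammalian cells stably expressing self-ubiquitinating, self-degrading MDM2 E3–luciferase fusion · Amount – 2000 cells seeded into each well · Measure – % luminescence enhancement versus blank-corrected plate control mean · Measured by – SteadyLite luminescence, 15 min reagent step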
# eIF4E 4G PPI: eIF4E–eIF4G protein interaction inhibitors, primary screen, biochemical, uHTS, TR-FRET, eIF4GI fragment; 0.37% of 220,000 active; TR-FRET eIF4E-eIF4GI(517-606) binding, 2 h; Eukaryotic translation initiation factor 4E (Mus musculus) + Eukaryotic translation …; AID 782, 2007; inhibition, % at 21.7 µM;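 active = inhibition above about 30%, limit read from the data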;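 also: 0% = full FRET control wells and 100% = background wells lacking eIF4GI fragment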
# Target sequence (P63073 whole entry, looked up, the tested form may be a part): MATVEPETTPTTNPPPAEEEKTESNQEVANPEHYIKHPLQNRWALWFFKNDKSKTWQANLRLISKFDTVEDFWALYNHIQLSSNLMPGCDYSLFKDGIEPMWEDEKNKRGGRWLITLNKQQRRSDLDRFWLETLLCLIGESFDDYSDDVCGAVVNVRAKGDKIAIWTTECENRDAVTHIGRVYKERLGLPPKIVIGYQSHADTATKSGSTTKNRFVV
# Target sequence (Q04637 whole entry, looked up, the tested form may be a part): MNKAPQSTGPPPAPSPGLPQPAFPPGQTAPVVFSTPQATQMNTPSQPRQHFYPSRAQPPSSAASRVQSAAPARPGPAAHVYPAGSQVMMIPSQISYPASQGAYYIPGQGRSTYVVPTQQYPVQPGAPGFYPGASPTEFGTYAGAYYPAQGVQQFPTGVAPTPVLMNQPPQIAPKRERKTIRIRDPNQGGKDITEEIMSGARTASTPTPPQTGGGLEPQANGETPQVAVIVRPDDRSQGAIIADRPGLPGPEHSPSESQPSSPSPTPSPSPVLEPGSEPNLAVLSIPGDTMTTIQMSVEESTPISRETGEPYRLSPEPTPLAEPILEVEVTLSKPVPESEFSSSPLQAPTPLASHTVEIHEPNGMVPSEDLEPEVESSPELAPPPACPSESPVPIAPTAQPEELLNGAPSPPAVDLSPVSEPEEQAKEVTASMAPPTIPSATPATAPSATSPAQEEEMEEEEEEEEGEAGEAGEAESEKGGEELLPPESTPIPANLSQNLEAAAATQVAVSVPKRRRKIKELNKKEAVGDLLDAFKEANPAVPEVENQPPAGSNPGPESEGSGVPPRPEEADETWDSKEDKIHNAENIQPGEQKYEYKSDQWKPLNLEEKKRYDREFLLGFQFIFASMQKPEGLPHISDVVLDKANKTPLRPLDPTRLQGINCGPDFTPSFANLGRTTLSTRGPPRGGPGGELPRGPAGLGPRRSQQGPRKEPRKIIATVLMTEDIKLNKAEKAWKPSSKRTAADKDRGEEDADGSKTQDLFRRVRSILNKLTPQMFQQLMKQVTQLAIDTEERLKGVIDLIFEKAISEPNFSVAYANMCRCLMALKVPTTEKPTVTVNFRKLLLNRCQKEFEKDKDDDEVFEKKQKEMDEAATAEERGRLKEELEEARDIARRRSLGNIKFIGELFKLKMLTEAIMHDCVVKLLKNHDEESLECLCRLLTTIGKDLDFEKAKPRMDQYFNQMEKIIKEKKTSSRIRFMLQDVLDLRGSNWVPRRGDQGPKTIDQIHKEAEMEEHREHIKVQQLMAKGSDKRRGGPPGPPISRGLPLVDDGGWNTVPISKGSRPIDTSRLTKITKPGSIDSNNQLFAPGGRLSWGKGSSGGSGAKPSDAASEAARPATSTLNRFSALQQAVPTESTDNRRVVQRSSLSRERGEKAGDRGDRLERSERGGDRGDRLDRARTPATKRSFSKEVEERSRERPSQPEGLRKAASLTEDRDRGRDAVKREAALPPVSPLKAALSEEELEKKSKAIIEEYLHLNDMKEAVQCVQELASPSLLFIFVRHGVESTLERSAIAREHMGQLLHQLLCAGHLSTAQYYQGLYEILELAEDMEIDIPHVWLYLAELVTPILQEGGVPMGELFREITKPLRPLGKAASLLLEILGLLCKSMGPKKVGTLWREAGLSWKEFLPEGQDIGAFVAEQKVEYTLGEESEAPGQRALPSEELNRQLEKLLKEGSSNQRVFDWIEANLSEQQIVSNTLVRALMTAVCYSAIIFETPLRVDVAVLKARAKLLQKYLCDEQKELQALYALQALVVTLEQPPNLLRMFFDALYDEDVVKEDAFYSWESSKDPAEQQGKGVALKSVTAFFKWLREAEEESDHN
# PERK inh: block of dimerizer-induced PERK translation repression, primary screen, PERK inhibitor project, CHO PERK-DD cells, SEAP luminescence, HTS. Eukaryotic translation initiation factor 2-alpha kinase 3 (Homo sapiens), Q9NZJ5. CHO PERK-DD fusion, SEAP luminescence translation reporter. inhibition, % at 5.6 µM. 0.17% of 220,000 active. AID 1416, 2008;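 active = inhibition above the mean inhibition of all tested compounds plus 3 SD, set separately per screening campaign, cut at about 2.9% in these data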;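 also: PERK kinase domain activated by AP20187 dimerizer at 100 nM; 0% = DMSO with dimerizer and 100% = rapamycin at 8.4 µM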
# S1P4 antag: S1P4 receptor antagonists, primary screen, cell-based | S1P4-expressing cells, antagonist mode, reporter read-out | Sphingosine 1-phosphate receptor 4 (Homo sapiens), O95977 | 0.26% of 220,000 active | inhibition, % at 4.98 µM; in the data active = inhibition above about 29%;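 also: 0% = wells stimulated with agonist and 100% = vehicle wells without agonist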
# Ba/F3 V617F tox: reduced viability of JAK2V617F-dependent Ba/F3 cells, primary screen, JAK2V617F inhibitor project, cell-based, Ba/F3 EpoR-JAK2V617F, luminescence. AID 1446, 2008. 1.1% of 220,000 active. ATP luminescence. inhibition, % at 5.6 µM;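 active = inhibition above the campaign mean plus 3 SD over all tested compounds, cut at about 24% in these data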;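 also: cytokine-independent growth of Ba/F3 cells driven by EpoR plus mutant JAK2; 0% = DMSO-treated cells and 100% = JAK inhibitor I control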
# S1P4 ag: S1P4 receptor agonists, primary screen, cell-based; Sphingosine 1-phosphate receptor 4 (Homo sapiens), O95977; S1P4-expressing cell line, agonist reporter assay; activation, % at 4.98 µM; 0.35% of 220,000 active; in the data active = activation above about 11%;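 also: 0% = DMSO vehicle and 100% = reference agonist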
# NPY-Y2 PAM-ag: NPY-Y2 potentiators or agonists, primary screen, cell-based; cells expressing NPY-Y2, potentiator/agonist read-out; activation, % at 3.6 µM; Neuropeptide Y receptor type 2 (Homo sapiens), P49146; 0.45% of 220,000 active; in the data active = activation above about 27%;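 also: cells stimulated with NPY near EC25 plus isoproterenol at EC100; 0% = vehicle plus submaximal agonist and 100% = vehicle plus saturating agonist; some results beyond the cut were filed as inactive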
# Wee1 degr inh: Wee1 degradation inhibitors, primary screen, cell-based, HeLa, Wee1K328M-luciferase, luminescence. Wee1-like protein kinase (Homo sapiens), P30291. HeLa Luc-Wee1K328M stability; 100% = proteasome inhibitor MG132 effect. reporter increase, % at 5 µM. 1.2% of 220,000 active. AID 1321, 2008;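 active = activation above the mean of all tested compounds plus 3 SD, set per screening run, cut at about 8.8% in these data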;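 also: cells exposed to compound for 20 h before luminescence read; 0% = DMSO alone and 100% = MG132 at 30 µM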
# * hit, by the source's call; nt = not tested or not shown; [ ] = dose if it differs, or a comment.
SMILES,BaF3 parental,Mdm2 ligase inh,eIF4E 4G PPI,PERK inh,S1P4 antag,Ba/F3 V617F tox,S1P4 ag,NPY-Y2 PAM-ag,Wee1 degr inh
CCOC(=O)CC(=O)NC(CC(=O)OC)c1ccc(C(C)C)cc1 (stereo not drawn),7,12,0,0.9,-5,1,0.6,-2,-2
CC(C)CC(C(=O)Oc1ccc2c3c(c(=O)oc2c1)CCC3)N1C(=O)c2ccccc2C1=O (stereo not drawn),2,-16,-5,-0.2,5,1,0.6,-17,-1
COc1ccc(-c2csc(C3=C(O)CN(C(C)C)C3=N)n2)cc1OC,11,-2,0,-0.4,-10,7,0.4,4,-1
COC1CCCN(Cc2nc(Cc3ccccc3F)no2)C1 (stereo not drawn),0,-3,0,0.3,-5,-1,0.6,6,6
CCCS(=O)(=O)N1CCCC(C(=O)NCCN2CCC(Cc3ccccc3)CC2)C1 (stereo not drawn),1,-14,6,-1.4,-14,1,1.4,-16,0
COc1ccc(-c2occ(C(=O)O)c2C(=O)O)cc1,3,-14,4,0.9,-13,-7,1.5,-5,-2
CCOc1cc2c(cc1OC)C(c1cccc([N+](=O)[O-])c1)NCC2 (stereo not drawn),8,-3,1,-0.4,-15,3,-1.5,-6,0
O=C(c1cc([N+](=O)[O-])[nH]n1)N1CCSCC1,-1,-7,1,0.7,0,-4,0.3,-9,-1
CCOC(=O)CCCc1sc(N)nc1-c1[nH]c(=O)[nH]c1C,2,-11,0,0.3,-17,4,0.8,14,-2
CC(=O)N(c1nc(/C=C\C(=O)O)cs1)c1ccccc1F,-5,nt,-7,1.6,-2,-1,0.9,-3,1
COC(=O)c1ccc(C(=O)OC)c(NC(=O)COC(=O)C2CCC(C(C)(C)C)CC2)c1 (stereo not drawn),7,-12,0[fluorescence artefact?],1.9,-6,8,0.6,-1,1
COc1ccc(C2C(C(=O)c3cccs3)=C(O)C(=O)N2Cc2cccnc2)cc1OC (stereo not drawn),3,4,-6,1.6,-11,1,2.5,-4,-3
CCN(CC)CCNCC(O)(c1ccc(Cl)cc1)c1ccc(Cl)cc1,5,-13,2,0.2,-6,-1,2.2,-1,-1
CCCCN(CCCC)S(=O)(=O)c1ccc(OC)c2ncccc12,1,-39,-10,-1.2,-23,4,1.4,13,-3
COc1cccc(C(=O)c2ncc(C(F)(F)F)cc2Cl)c1,2,-1,0,0.9,-17,-2,-1.2,-6,4
Cc1nn(CC(=O)NCc2cccnc2)c(C)c1[N+](=O)[O-],0,-5,-1,0.8,2,-5,2.6,3,2
COC(=O)c1ccccc1N=Nc1c(N)n[nH]c1N,-2,-13,3,0.3,1,-2,1.3,11,-2
CN1CCN(CCCNC(=O)c2cc3c(=O)oc4ccccc4c3s2)CC1,5,-20,4,-0.7,-16,1,0.6,9,0
COc1ccc(/C(N)=N/OC(=O)c2ccco2)cc1,2,-56,-5,0.2,-24,-1,0.7,5,3
Cc1cc(/C=C2\SC(=Nc3ccc(N4CCOCC4)cc3)N(C)C2=O)c(C)n1-c1cccnc1,2,-5,-7,-0.1,-7,-3,-0.8,12,7
Cc1nn(C)c(Oc2cccc(C(F)(F)F)c2)c1C#N,1,-3,1,1.8,-13,0,1.7,-3,-2
N#Cc1cc2c(nc1SCc1ccccc1)CCCC2,0,-10,1,-0.2,-8,4,-1.1,-8,0
Cc1cc2cc(CNC(=O)NC3CCCCC3)ccc2n1C,4,-6,5[fluorescence artefact?],-0.5,-17,0,0.0,-10,-1
CCOC(=O)c1c(N)nn(C(=O)c2ccccc2)c1-c1ccccc1,4,-12,2,-0.1,-26,1,2.1,14,-3
Cc1ccc(C(=O)N(CC(=O)NC2CCCCC2)c2ccccc2C)s1,7,-10,5[fluorescence artefact?],0.6,-8,2,-2.3,-2,1

# (further entries)
SMILES,BaF3 parental,Mdm2 ligase inh,eIF4E 4G PPI,PERK inh,S1P4 antag,Ba/F3 V617F tox,S1P4 ag,NPY-Y2 PAM-ag,Wee1 degr inh
Cc1ccc(Cn2ccc(NC(=O)c3cc(-c4ccc(F)cc4)on3)n2)cc1,3,-19,0,1.1,-1,-2,0.3,1,-1
O=C(COC(=O)C1CCCCC1)Nc1ccc([N+](=O)[O-])cc1,8,4,5,0.8,-14,5,0.4,-11,-1
CCOC(=O)CC(=O)CSc1ncnc2c1oc1ccccc12,3,-1,0,-0.6,-17,0,-0.9,-6,-3
Cc1nc2ccccc2c(=O)n1/N=C/c1cn[nH]c1-c1ccccc1,-1,-12,2,-2.2,-2,0,-1.1,6,2
Cc1ccc(S(=O)(=O)NCCCC(=O)C=[N+]=[N-])cc1,2,-16,-1,0.5,-7,-3,1.0,0,0
CCN(CC)c1ccc(NC(=O)CN2CCN(c3ccccc3F)CC2)cc1,2,-21,11[fluorescence artefact?],0.1,-14,2,0.9,-19,1
Cc1noc(NS(=O)(=O)c2ccc(NC(=O)CSc3ncccn3)cc2)c1C,1,-14,4,-0.5,-15,-4,2.1,1,0
O=C(O)c1ccccc1OCc1ccccc1Cl,3,nt,-7,0.3,14,0,-1.3,-25,0
O=C(Nc1ccc2c(c1)CCC2)c1ccccc1F,4,-27,0[fluorescence artefact?],1.1,-5,-2,5.2,8,7
CC(C)CNC(=O)c1ccccc1NC(=O)CSCc1ccccc1,4,-14,13[fluorescence artefact?],1.9,-9,-3,-1.4,4,-1
Cc1cc([N+](=O)[O-])ccc1NCc1ccc2ccccc2c1,1,-19,7,0.5,-2,-1,0.9,-1,0
CN1C(=O)CS(=O)c2ccc(C(=O)NCCC3=CCCCC3)cc21 (stereo not drawn),5,-7,2,0.9,-11,2,1.3,0,2
O=C(c1ccc(F)cc1)N1CCN(c2cnn(-c3ccccc3)c(=O)c2Cl)CC1,11,-3,1,0.0,-10,7,-1.4,-2,5
Cc1ccc(NS(=O)(=O)c2cc(NC(=O)c3ccc4c(c3)NC(=O)CS4)ccc2C)c(C)c1,14,-12,5,-1.2,-12,10,-0.2,-31,2
Cc1ccc(CN2CCNC(=O)C2CC(=O)N(C)C(C2CC2)C2CC2)o1 (stereo not drawn),3,-17,2,0.5,-6,2,1.2,10,-2
Cc1ccc(Cl)cc1NC(=S)N/N=C/c1cccc2ccccc12,76*,0,5,-1.2,12,78*,2.2,-22,8
COc1ccc(C2=CC(=O)OC3(CCCC3)O2)cc1,4,-16,2,-1.8,-9,1,0.8,-12,3
COc1cccc(CN2CCN(Cc3ccc(OC)c(OC)c3)CC2CCO)c1 (stereo not drawn),3,-11,-3,1.1,-18,0,0.3,-12,-1
O=C(Cn1cnc([N+](=O)[O-])n1)NCCc1ccccc1,5,2,1,0.5,-19,-2,0.4,5,-2
CCNS(=O)(=O)c1ccc(OC)c(C(=O)NC2CCCCC2)c1,5,-5,0,0.6,4,-3,0.4,3,2
O=C(NCC(c1cccs1)N1CCOCC1)c1ccc(Cl)c([N+](=O)[O-])c1 (stereo not drawn),5,-17,4,1.6,1,-3,-0.7,19,5
Cc1cccc(NCCNc2cccc(C)c2)c1,2,-27,4,0.6,15,-4,-1.1,4,2
CCN(CC)S(=O)(=O)c1ccc(Cl)c(NC(=O)COC(=O)/C=C/c2ccc(O)c(OC)c2)c1,3,-1,19,0.6,-10,-1,-0.4,-19,0
CC(C)[C@H](NC(=O)c1ccccc1)C(=O)OCC(=O)N1CCc2ccccc2C1,4,-18,2,-0.4,6,0,-1.8,6,0
CC1(C)C2CCC(C2)C1(C)NC(=O)CNCC1CCCCC1 (stereo not drawn),7,-1,4,-0.1,-7,4,0.7,-9,-2

# A draw from above in order of formula weight, rising:
SMILES,BaF3 parental,Mdm2 ligase inh,eIF4E 4G PPI,PERK inh,S1P4 antag,Ba/F3 V617F tox,S1P4 ag,NPY-Y2 PAM-ag,Wee1 degr inh
Cc1ccc(S(=O)(=O)NCCCC(=O)C=[N+]=[N-])cc1,2,-16,-1,0.5,-7,-3,1.0,0,0
Cc1nn(CC(=O)NCc2cccnc2)c(C)c1[N+](=O)[O-],0,-5,-1,0.8,2,-5,2.6,3,2
O=C(COC(=O)C1CCCCC1)Nc1ccc([N+](=O)[O-])cc1,8,4,5,0.8,-14,5,0.4,-11,-1
Cc1nc2ccccc2c(=O)n1/N=C/c1cn[nH]c1-c1ccccc1,-1,-12,2,-2.2,-2,0,-1.1,6,2

# (next part)
SMILES,BaF3 parental,Mdm2 ligase inh,eIF4E 4G PPI,PERK inh,S1P4 antag,Ba/F3 V617F tox,S1P4 ag,NPY-Y2 PAM-ag,Wee1 degr inh
Cc1nnc(C)n1/N=C/c1ccc(-c2ccccc2)cc1,5,-7,2,1.3,-1,1,0.3,-23,1
COc1ccc(/C=N/N=C2\SCC(=O)N2c2c(C)n(C)n(-c3ccccc3)c2=O)cc1OC,7,-64,4[fluorescence artefact?],-0.5,-3,1,-0.8,4,2
Nc1nc(SCC(=O)c2ccc(Oc3ccccc3)cc2)n[nH]1,-1,-13,-3,0.2,-4,-3,-0.1,6,0
CC(CN(C(N)=O)c1ccccc1O)C(=O)O (stereo not drawn),3,-11,-23,1.2,-15,0,0.9,-11,2
COc1ccc(N(Cc2ccccc2)S(=O)(=O)c2ccc(C)cc2)cc1,6,-12,0,0.6,-16,0,1.0,-13,-1
COc1ccc(CCNC(=O)CSc2nnc(Cc3csc(N)n3)n2C)cc1OC,1,-4,2,0.6,-5,0,-0.2,-1,1
COc1ccc(Nc2ncnc3ccccc23)cc1,3,-9,4,0.1,-2,-1,0.4,0,-1
O=C(O)c1cc(-c2ccco2)nn1-c1ccc(Cl)cc1,3,15,31*,1.4,-1,1,0.7,-10,0
CCOc1ccc2nc(NC(=O)CSc3nc4cccnc4n3C)sc2c1,-2,-8,-28,-0.9,-14,-3,1.7,4,-1
COc1cc(CNc2ccc(C(=O)O)cc2)cc(Br)c1OCC(=O)NC(C)(C)C,12,18,-3,-0.1,-11,3,2.0,-9,-2
COc1ccc(NC(=O)c2cccc(S(=O)(=O)N3CCc4ccccc43)c2)cn1,8,-4,5,0.6,-10,3,0.5,12,-5
COC(=O)C(NC(C)=O)(Nc1ccc(Br)cn1)C(F)(F)F (stereo not drawn),11,15,3,0.3,-7,6,0.2,-5,0
COc1cc2c3nnc(-c4ccc(F)cc4)c-3cn(Cc3ccccc3F)c2cc1OC,4,-5,-1,0.6,-8,1,0.6,10,2
O=C(CCN1CCCC1Cc1ccccc1)c1ccc2c(c1)OCCO2 (stereo not drawn),3,-12,2,-1.3,1,3,1.5,-7,-2
FC(F)(F)c1nnc2c(Sc3ccccc3)nc3ccccc3n12,-1,0,6,1.5,-15,-4,-2.0,12,1
COc1cc(/C=N/N=C2/C(=O)Nc3ccccc32)ccc1O,3,-2,1,1.0,-18,0,-0.5,-5,2
S=C(NCC(c1cccnc1)N1CCOCC1)NC1CCCCC1 (stereo not drawn),8,-10,1,1.1,3,3,0.0,0,-1
CCC(C)[C@H](N)c1nnc(SCc2cccc(F)c2)o1 (stereo partly drawn),2,-18,9,1.4,12,-4,0.5,-8,-1
